# MCF10A rerep – inducers of DNA re-replication in MCF 10A breast cells | MCF 10A DNA re-replication, Hoechst nuclear intensity, 48 h | 2.9% of 350,000 active | Potency, µM (titrated, usually from 46.1 µM), for inactives: top-dose activity, positive = re-replication, usual class: activators; note: potency is the fitted concentration of half-maximal effect; % of control where 0% means no effect; nearly all actives have a fitted effect of over 50% in size
# KB-V1 cytotox – KB-V1 MDR subline cytotoxicity; KB-V1 MDR cells viability, CellTiter-Glo, 72 h; Potency, µM (top dose mostly 46.1 µM), inactives show at the top dose activity change, negative = cytotoxicity, actives largely listed as cytotoxic; 3.4% of 400,000 active; note: potency is the fitted concentration of half-maximal effect; % is set by controls: 0 for no effect and ±100 for the full control effect; nearly all actives have a fitted effect of over 60% in size
#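 Compound-treated KB-V1 multidrug-resistant cells, 72 h, 37 degrees C; viability by CellTiter-Glo. Fitted qHTS curves give the values.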
# WRN helicase inh – WRN helicase (human) inhibition; Potency, µM (top dose mostly 114 µM), without a hit: top-dose activity change, negative = inhibition, actives largely listed as inhibitors; WRN helicase unwinding, fluorescent forked duplex, kinetic; 0.46% of 360,000 active; AID 651768; note: potency is the fitted concentration of half-maximal effect; % is set by controls: 0 for no effect and ±100 for the full control effect; nearly all actives have a fitted effect of over 55% in size
# Target sequence (Q14191 whole entry, looked up): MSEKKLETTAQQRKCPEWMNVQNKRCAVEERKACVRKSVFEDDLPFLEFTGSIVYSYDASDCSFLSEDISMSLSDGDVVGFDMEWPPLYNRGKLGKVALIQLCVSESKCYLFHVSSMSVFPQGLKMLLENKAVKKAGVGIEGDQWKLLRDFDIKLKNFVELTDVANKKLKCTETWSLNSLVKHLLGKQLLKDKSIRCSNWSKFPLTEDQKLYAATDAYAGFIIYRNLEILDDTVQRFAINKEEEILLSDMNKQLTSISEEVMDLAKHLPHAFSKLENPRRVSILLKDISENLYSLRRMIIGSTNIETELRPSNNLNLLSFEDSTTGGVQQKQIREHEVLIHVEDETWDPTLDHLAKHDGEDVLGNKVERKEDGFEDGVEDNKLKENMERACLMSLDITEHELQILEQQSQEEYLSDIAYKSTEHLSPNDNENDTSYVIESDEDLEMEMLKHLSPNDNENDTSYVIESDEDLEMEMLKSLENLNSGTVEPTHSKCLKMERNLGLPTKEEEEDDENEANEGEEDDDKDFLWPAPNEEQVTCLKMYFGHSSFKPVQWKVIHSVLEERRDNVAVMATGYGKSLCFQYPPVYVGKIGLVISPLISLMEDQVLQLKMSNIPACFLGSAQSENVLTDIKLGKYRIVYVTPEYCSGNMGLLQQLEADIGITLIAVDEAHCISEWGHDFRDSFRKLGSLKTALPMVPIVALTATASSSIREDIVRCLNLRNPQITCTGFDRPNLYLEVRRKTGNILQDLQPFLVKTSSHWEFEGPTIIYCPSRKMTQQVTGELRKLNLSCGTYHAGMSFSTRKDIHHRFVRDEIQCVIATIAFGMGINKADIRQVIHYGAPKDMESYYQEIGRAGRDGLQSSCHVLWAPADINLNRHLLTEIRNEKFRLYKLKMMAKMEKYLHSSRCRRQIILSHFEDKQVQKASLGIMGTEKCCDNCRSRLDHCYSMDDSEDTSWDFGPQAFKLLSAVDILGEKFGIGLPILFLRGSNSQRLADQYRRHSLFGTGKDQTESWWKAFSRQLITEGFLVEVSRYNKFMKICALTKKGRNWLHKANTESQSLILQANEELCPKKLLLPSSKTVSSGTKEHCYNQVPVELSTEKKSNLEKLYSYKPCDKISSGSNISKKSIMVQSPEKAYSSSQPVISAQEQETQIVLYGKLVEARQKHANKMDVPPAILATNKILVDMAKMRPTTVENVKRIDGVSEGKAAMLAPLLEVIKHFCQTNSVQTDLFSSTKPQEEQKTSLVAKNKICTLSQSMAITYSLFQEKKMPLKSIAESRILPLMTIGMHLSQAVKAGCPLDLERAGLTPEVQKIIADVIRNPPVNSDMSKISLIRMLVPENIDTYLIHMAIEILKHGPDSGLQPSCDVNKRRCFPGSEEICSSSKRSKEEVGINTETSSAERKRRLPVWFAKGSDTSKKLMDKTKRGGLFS
#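 WRN at 20 nM final was preincubated with compound for 15 min at room temperature; reaction started with 100 nM forked duplex oligonucleotide carrying fluorophore and quencher plus 2 mM ATP (final). Unwinding followed kinetically by red fluorescence (ex 525/em 598 nm).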
# HT1080-NT tox – kills 2HG-producing HT-1080-NT fibrosarcoma cells | HT-1080-NT fibrosarcoma viability, CellTiter-Glo ATP luminescence, 48 h | Potency, µM (titrated, usually from 46.1 µM), for the others: at the highest dose activity, negative = less viability, actives largely listed as cytotoxic | 1.6% of 360,000 active | AID 686970;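 note: NT is the 2HG producing partner of a matched IDH1 knockdown line; potency is the fitted concentration of half-maximal effect; 0% = DMSO-treated cells and -100% = media-only wells without cells; nearly all actives have a fitted effect of over 55% in size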
#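 Toxicity toward the 2HG-producing NT line was scored as %Activity, normalised to DMSO and no-cell wells, from CellTiter-Glo luminescence after 48 hours' treatment.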
# IL-1B inflam inh – inhibitors of inflammasome signaling (IL-1 beta secretion); THP-1 LPS/ATP IL-1B secretion, AlphaLISA, 16 h; active compounds read low; activity change, % at 57.5 µM; 4.7% of 360,000 active; AID 743279; in the data active = activity change below about -50%; inconclusive = mostly about -30% to -49%; note: % is set by controls: 0 for no effect and ±100 for the full control effect
#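 THP-1 cells pretreated 1 hr with compounds (up to 57.5 uM final), then stimulated with LPS (250 ng/mL final) plus ATP (1.25 mM final); secreted IL-1B measured by AlphaLISA after 16 hr, decreased signal indicating inhibition.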
# SW480 rerep – inducers of DNA re-replication in SW480 colon cancer cells; SW480 DNA re-replication, Hoechst DNA content imaging, 48 h; Potency, µM (highest dose often 46.1 µM), for the others: top-dose re-replication activation, hits mostly activators; 1.8% of 340,000 active; AID 624297; note: potency is the fitted concentration of half-maximal effect; % of control where 0% means no effect; nearly all actives have a fitted effect of over 55% in size
#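 Quantitative HTS format with DMSO vehicle controls; 48 hr drug incubation at 37 C, then 40 min Hoechst staining and scanning imager measurement at 405 nm excitation.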
# KB-3-1 tox – KB-3-1 parental cell cytotoxicity; KB-3-1 viability, CellTiter-Glo ATP luminescence, 72 h; Potency, µM (series often up to 46.1 µM), without a hit: at the highest dose activity change, negative = cytotoxic, actives largely listed as cytotoxic; 1.4% of 400,000 active; note: potency is the fitted concentration of half-maximal effect; % is set by controls: 0 for no effect and ±100 for the full control effect; nearly all actives have a fitted effect of over 60% in size
#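 Cytotoxicity measured as CellTiter-Glo luminescence after 72 h at 37 C. Compound titrations were pinned onto drug-naive KB-3-1 parental adenocarcinoma cells grown in DMEM with 10% FBS, and normalized data fitted to concentration-response curves.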
# ATXN2 expr inh – reduces ATXN2 reporter expression in HEK-293 cells. Potency, µM (doses to about 57 µM), inactives show at the highest dose activity change, negative = inhibition, usual class: inhibitors. 0.72% of 360,000 active. AID 1745845. HEK-293 ATXN2-luciferase reporter, luminescence, 24 h; note: potency is the fitted concentration of half-maximal effect; % is set by controls: 0 for no effect and ±100 for the full control effect; nearly all actives have a fitted effect of over 55% in size
#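 qHTS (up to 57 uM final) was run with 24 h compound exposure of reporter cells at 37 °C. Each well was multiplexed: SteadyGlo luminescence measured ATXN2-luciferase expression after a fluorogenic Gly-Phe-AFC viability readout (25 uM final).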
# HT1080 IDH1KD tx – toxicity to HT-1080 IDH1 knockdown cells (counter line); HT-1080 IDH1 knockdown viability, ATP luminescence, 48 h; Potency, µM (highest dose often 46.1 µM), inactives show at the top dose activity, negative = toxicity, hits mostly cytotoxic; 2% of 360,000 active;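 note: potency is the fitted concentration of half-maximal effect; 0% = DMSO wells and -100% = cell-free medium wells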
#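 Viability of IDH1-knockdown HT-1080 fibrosarcoma cells was assessed by CellTiter-Glo after 48 h at 37 °C with titrated compound; concentration-effect curves were classified by fit quality and response size.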
# The depositor's hits bear a star; ? = inconclusive; . = not tested or not shown; [ ] = dose if it differs, or a comment. Unless noted, calls come from the whole dose curve; as a rule, active = well fitted curve in the direction sought with a large enough effect; inconclusive = small, poorly fitted or top-dose-only effect, or another doubt; inactive = no such curve, though single readings can be large; an effect the other way counts as inactive or inconclusive.
SMILES	HT1080-NT tox	SW480 rerep	KB-V1 cytotox	ATXN2 expr inh	IL-1B inflam inh	HT1080 IDH1KD tx	KB-3-1 tox	WRN helicase inh	MCF10A rerep
Cc1cccc(C(C)C)c1NC(=O)COC(=O)CCC(=O)N(CC(C)C)c1c(N)n(CC(C)C)c(=O)[nH]c1=O	13%	.	33%	.	13	16%	3%	9%	.
Cc1ccc(C)c(S(=O)(=O)N2CCN(C(=O)CCC(=O)c3cc(C)sc3C)CC2)c1	3%	13%	?	-24%	-54*	-15%	-24%	-19%	19%
CC1=C(C(=O)Nc2cccc(C(=O)N3CCC(C(N)=O)CC3)c2)SCCO1	3%	1%	?	-8%	14	3%	13%	-6%	1%
CCNC(=S)N(Cc1ccccc1)Cc1nc2ccccc2c(=O)[nH]1	0%	-38%[inhibitor]	21µM*	-5%	9	-3%	-5%	2%	-1%
COc1ccc(Cl)cc1N1C(=O)C2CCCN2C1c1cccc(F)c1 (configuration not stated)	-5%	-3%	-15%	-9%	25	-6%	0%	-4%	-15%
COc1ccccc1NC(=O)COc1ccc(C(=O)OCC(=O)NC(C)(C)C)cc1OC	-6%	12%	-20%	-15%	-3	-11%	-5%	5%	13%
Cc1cc(/C=C(\C#N)C(=O)NCc2ccco2)c(C)n1-c1ccc(C(=O)O)cc1	-15%	-2%	15%	3%	-2	1%	7%	-11%	15%
CC1CN(CCOc2ccccc2-c2ccccc2)CC(C)O1 (configuration not stated)	4%	-3%	21µM*	-8%	0	-4%	?	-22%	21%
Cc1ccc(S(=O)(=O)N2CCC(C(=O)OC(C)C(=O)NCc3ccccc3)CC2)cc1C (configuration not stated)	6%	-8%	.	7%	-2	14%	.	-35%	-3%
O=C(N/N=C/c1cn(Cc2cccc(F)c2)c2ccccc12)c1cc(O)cc(O)c1	-14%	-14%	?	?	21	-23%	-12%	20µM*	-13%
CCOc1ccc2nc(NC(=O)c3cccc(-c4cc5ccccc5oc4=O)c3)sc2c1	13µM*	16µM*	?	-29%	-20	16µM*	-25%	-22%	?
O=C1CCC(C(=O)N2CCN(c3cnccn3)CC2)CN1CCc1ccccc1 (configuration not stated)	6%	.	11%	.	-4	8%	-5%	19%	.
Cc1ccc(NS(=O)(=O)c2ccc(N3C(=O)CCC3=O)cc2)cc1	7%	-3%	16%	-2%	14	1%	1%	0%	0%
CC1CC(C)(C)CC2(C1)NC(=O)N(CC(=O)N(C)Cc1nc3ccccc3c(=O)[nH]1)C2=O (configuration not stated)	-7%	0%	?	-5%	20	-6%	-3%	-34%	3%
Cc1cc(C(=O)OCC(=O)N(C)c2ccccc2)ccc1[N+](=O)[O-]	-3%	4%	0%	4%	32	9%	-5%	2%	0%
Cc1cc(C)n(CC(=O)NN)n1	3%	-8%	8%	.	-5	2%	9%	-7%	13%
O=C(O)CCSc1nnc(SCC(=O)NC2CCS(=O)(=O)C2)s1 (configuration not stated)	7%	-3%	20%	3%	-1	11%	0%	-17%	-1%
Cc1cccc[n+]1C1C(c2ccc([N+](=O)[O-])cc2)C(C#N)=C(C(=C=[N-])C#N)NC1(O)C1CC1 (configuration not stated)	-8%	5%	0%	.	33	2%	3%	4%	0%
COc1cc(OC)c(C2SCCS2)c(OC)c1	6%	0%	12%	0%	18	7%	13%	-4%	-1%
Nc1ccc(N=Nc2ccccc2)c2ccccc12	3%	-12%	0%	-14%	25	-7%	13%	9%	4%
CC(C)C(=O)O/N=C(\N)c1ccc(Oc2ccc(Cl)cc2)c([N+](=O)[O-])c1	3%	?	-26%	0%	.	-2%	-2%	-4%	26%
Cc1cccc(OCC(=O)NNC(=O)CSc2ncc(C#N)c(N)n2)c1	11%	0%	-4%	4%	16	5%	9%	-11%	1%
CCn1c(SCC(=O)c2ccc(O)c(O)c2)nnc1-c1ccccc1	-10%	-3%	8%	25%	58	-15%	9%	-31%	16%
CC(=O)N1C2=CCCC3CCCCC23c2ccccc21 (configuration not stated)	16%	-4%	6%	-21%	-10	12%	-4%	-8%	26%
CC1(C)Cc2c(c(N3CCOCC3)nc3sc(C(=O)Nc4ccccc4)c(N)c23)CO1	23%	1%	-6%	11%	0	26%	1%	-1%	-12%
Cn1c(CNc2ccc(Cl)cc2)nnc1SCCN1CCCCC1	1%	-3%	6%	-4%	0	10%	-13%	7%	13%
CCC1CCCCN1S(=O)(=O)c1ccc(NC(=O)c2snnc2C)cc1 (configuration not stated)	-1%	-48%	-31%	-19%	?	-22%	-4%	0%	?
O=C(Nc1nc2ccccc2n1CCN1CCOCC1)c1ccc(Cl)cc1	2%	-52%[inhibitor]	?	24%	.	-2%	-15%	3%	?
CCOC(=O)C(=O)Nc1nnc(CCc2ccccc2)s1	8%	0%	14%	5%	?	10%	9%	2%	?
O=C(NCCCN1CCOCC1)c1ccc2nc(Cc3cccc(Cl)c3)oc2c1	-3%	-2%	?	-13%	-2	-2%	?	7%	?
C[C@H]1CN([C@@H](C)CO)S(=O)(=O)c2ccc(Br)cc2O[C@@H]1CN(C)C(=O)Nc1ccc2c(c1)OCO2	-2%	.	?	-7%	-23	-14%	4%	1%	.
Cc1cc(C)c2cc(C#N)c(SCC(=O)NCc3ccco3)nc2c1	-2%	?	?	-17%	1	-6%	?	-29%	?
CC(=O)c1ccc(S(=O)(=O)N(C)C(C)CCc2ccco2)cc1 (configuration not stated)	6%	1%	-3%	0%	0	12%	3%	-1%	6%
COc1cccc(F)c1C(C[N+](=O)[O-])c1c(N)n(C)c(=O)n(C)c1=O (configuration not stated)	10µM*	4.1µM*	?	.	-100*	5.8µM*	?	-5%	7.3µM*
CC(C)(C)OC(=O)CNC(=O)c1nc[nH]c1C(=O)N1CCc2ccccc2C1	10%	-1%	-1%	4%	8	10%	-2%	-5%	2%
N#Cc1ccccc1CSc1ccccn1	5%	5%	-19%	1%	-1	1%	16%	-8%	?
O=C(Nc1ccc(N2CCOCC2)c(S(=O)(=O)Nc2ccc(Cl)cc2)c1)c1cnccn1	15%	-13%	?	.	-17	-20%	12%	6%	1%
Cc1cc(C)cc(OCc2nnc(SCC(=O)c3ccccc3)o2)c1	9%	0%	?	-1%	6	13%	12%	-1%	-1%
CC(C)Cn1c(=S)[nH]c2cc(Cl)ccc21	-4%	-1%	-22%	-11%	-3	-1%	-4%	2%	?
Cc1cccc(CN2CCN(Cc3nc4c(s3)CCCC4)CC2CCO)n1 (configuration not stated)	-2%	5%	2%	.	18	-4%	7%	10%	1%
CCCCCCCCCc1nc2sc3c(c2c(=O)n1NC(=O)c1ccccc1[N+](=O)[O-])CC(C)(C)OC3	?	0%	?	?	-74*	?	-22%	-14%	2.9µM*
CC(=O)N1CCN(S(=O)(=O)c2cccc(C(=O)OCC(=O)N3CC(=O)Nc4ccccc43)c2)CC1	-1%	-41%[inhibitor]	-2%	-7%	24	-3%	8%	2%	-3%[9.22 µM]
O=C1NN(c2ccccc2)C(=O)C2C1C1C=CC2C12CC2 (configuration not stated)	0%	?	-21%	-6%	56	-1%	12%	-7%	-4%
O=C(c1ncc[nH]1)c1ccccc1Cl	-3%	-5%	5%	9%	10	14%	2%	10%	-4%
CCN(CC)CCN(C(=O)c1cc2ccccc2cc1OC)c1nc2ccc(F)cc2s1	18µM*	?	5%	-28%	-59*	?	-19%	-14%	12%
O=C(NCC1CCCO1)C1CCN(C2CCN(Cc3ccco3)CC2)CC1 (configuration not stated)	-2%	-18%	-6%	-13%	-17	17%	-11%	-4%	1%
CC(=O)c1c(N2CCOCC2)nc2ccc(Cl)cc2c1-c1ccccc1	-2%	-11%	-25%	-7%	0	-10%	-8%	-4%	15µM*

# At a glance, some entries already given.
SMILES	HT1080-NT tox	SW480 rerep	KB-V1 cytotox	ATXN2 expr inh	IL-1B inflam inh	HT1080 IDH1KD tx	KB-3-1 tox	WRN helicase inh	MCF10A rerep
C[C@H]1CN([C@@H](C)CO)S(=O)(=O)c2ccc(Br)cc2O[C@@H]1CN(C)C(=O)Nc1ccc2c(c1)OCO2	-2%	.	?	-7%	-23	-14%	4%	1%	.
Cc1cc(C)c2cc(C#N)c(SCC(=O)NCc3ccco3)nc2c1	-2%	?	?	-17%	1	-6%	?	-29%	?
CC(=O)c1ccc(S(=O)(=O)N(C)C(C)CCc2ccco2)cc1 (configuration not stated)	6%	1%	-3%	0%	0	12%	3%	-1%	6%
COc1cccc(F)c1C(C[N+](=O)[O-])c1c(N)n(C)c(=O)n(C)c1=O (configuration not stated)	10µM*	4.1µM*	?	.	-100*	5.8µM*	?	-5%	7.3µM*
CC(C)(C)OC(=O)CNC(=O)c1nc[nH]c1C(=O)N1CCc2ccccc2C1	10%	-1%	-1%	4%	8	10%	-2%	-5%	2%
N#Cc1ccccc1CSc1ccccn1	5%	5%	-19%	1%	-1	1%	16%	-8%	?
O=C(Nc1ccc(N2CCOCC2)c(S(=O)(=O)Nc2ccc(Cl)cc2)c1)c1cnccn1	15%	-13%	?	.	-17	-20%	12%	6%	1%
Cc1cc(C)cc(OCc2nnc(SCC(=O)c3ccccc3)o2)c1	9%	0%	?	-1%	6	13%	12%	-1%	-1%

# Screening results as filed in PubChem BioAssay.
